Compound activity (PubChem BioAssay)
KDM5B inhibitor = Primary screen for KDM5B Histone Demethylases FDH-coupled qHTS. Lysine-specific demethylase 5B (Homo sapiens), Q9UGL1. KDM5B demethylase, FDH-coupled NADH fluorescence (FDH is formaldehyde dehydrogenase). Potency, µM (series often up to 57.7 µM), without a hit: at the highest dose activity change, negative = inhibition, most hits filed as inhibitors. 220,000 tested, 2.6% active; active means well fitted inhibition curve with a large enough effect; inconclusive means small, poorly fitted or top-dose-only effect; inactive means no such curve, though single readings can be large or run the other way; further: 0% is about no effect; nearly all actives have a fitted effect of over 70% in size
Target sequence (Q9UGL1 whole entry, looked up): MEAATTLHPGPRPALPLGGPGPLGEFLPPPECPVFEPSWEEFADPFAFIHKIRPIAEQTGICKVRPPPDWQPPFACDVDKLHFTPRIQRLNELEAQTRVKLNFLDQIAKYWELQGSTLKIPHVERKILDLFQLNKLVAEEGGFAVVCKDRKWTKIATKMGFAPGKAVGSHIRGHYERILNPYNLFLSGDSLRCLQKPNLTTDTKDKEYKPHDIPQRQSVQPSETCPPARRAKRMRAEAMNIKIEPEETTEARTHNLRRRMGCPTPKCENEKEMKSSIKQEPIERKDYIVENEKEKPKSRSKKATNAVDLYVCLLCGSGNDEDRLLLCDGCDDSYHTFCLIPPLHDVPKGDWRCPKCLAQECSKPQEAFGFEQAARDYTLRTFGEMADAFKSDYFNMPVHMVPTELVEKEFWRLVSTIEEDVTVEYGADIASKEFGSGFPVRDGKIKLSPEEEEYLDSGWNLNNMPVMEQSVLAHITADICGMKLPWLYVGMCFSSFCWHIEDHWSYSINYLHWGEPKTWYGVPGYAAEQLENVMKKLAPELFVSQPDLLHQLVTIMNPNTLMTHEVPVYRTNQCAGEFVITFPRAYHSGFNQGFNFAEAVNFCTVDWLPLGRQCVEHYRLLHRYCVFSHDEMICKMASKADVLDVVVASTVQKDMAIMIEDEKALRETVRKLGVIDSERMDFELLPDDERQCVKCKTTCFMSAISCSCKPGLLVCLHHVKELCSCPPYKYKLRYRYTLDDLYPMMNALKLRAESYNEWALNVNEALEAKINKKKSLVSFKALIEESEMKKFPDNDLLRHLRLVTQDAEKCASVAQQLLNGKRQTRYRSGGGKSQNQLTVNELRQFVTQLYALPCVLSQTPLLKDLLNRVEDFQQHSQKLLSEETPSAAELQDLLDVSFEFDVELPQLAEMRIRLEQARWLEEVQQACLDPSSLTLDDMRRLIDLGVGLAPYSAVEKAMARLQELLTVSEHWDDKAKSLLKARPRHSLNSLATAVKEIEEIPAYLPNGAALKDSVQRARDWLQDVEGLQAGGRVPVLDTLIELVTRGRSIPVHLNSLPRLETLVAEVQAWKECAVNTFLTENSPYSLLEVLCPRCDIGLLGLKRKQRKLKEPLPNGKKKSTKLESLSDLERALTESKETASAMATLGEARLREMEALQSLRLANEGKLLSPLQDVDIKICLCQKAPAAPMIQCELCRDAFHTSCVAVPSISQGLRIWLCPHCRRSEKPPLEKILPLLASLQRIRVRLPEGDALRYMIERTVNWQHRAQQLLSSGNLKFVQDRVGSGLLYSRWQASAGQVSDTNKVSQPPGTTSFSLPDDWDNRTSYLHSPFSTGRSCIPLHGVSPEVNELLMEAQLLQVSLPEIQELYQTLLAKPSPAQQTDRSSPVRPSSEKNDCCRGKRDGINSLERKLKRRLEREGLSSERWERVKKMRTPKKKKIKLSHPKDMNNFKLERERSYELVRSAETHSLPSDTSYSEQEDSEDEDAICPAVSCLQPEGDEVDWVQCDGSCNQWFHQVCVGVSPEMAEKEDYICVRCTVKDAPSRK
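KDM5BΔAP (200 nM final) in 50 mM HEPES pH 7.5, 0.01% Tween-20 was preincubated 10 min at RT with compound over a concentration range. Substrate mix (H3K4me3 12.5 µM, α-KG 25 µM, Fe²⁺, ascorbate, NAD⁺, FDH) was added, and NADH fluorescence change over 30 min gave dose-response curves.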
* marks the source's active call; other numbers are inactive results; i = inactive; ? = inconclusive; [ ] = dose if it differs, or a comment. Potency means the concentration at half of the fitted maximal effect. The list is partial. The share of hits here may be higher or lower than overall.

SMILES | KDM5B inhibitor
O=C(Nc1cccc(C(F)(F)F)c1)C1=C(c2ccccc2)S(=O)(=O)CCO1 | 17%
CCOc1ccc(NC(=O)CN(C)C(=O)c2cn(-c3ccccc3)nc2-c2cccs2)cc1OCC | ?
Cn1c2c(c3cc(F)ccc31)CN(C(=O)Nc1ccc(Cl)cc1)CC2 | ?
COC1CN(c2cccc(F)c2)C12CCN(C1CCOCC1)CC2 (stereo unspecified) | -39%
CCOC(=O)C1CCN(C(=O)c2coc(COc3cccc(F)c3)n2)CC1 | 51%[activator]
COc1ccc2cc3cc(C(=O)NCCC(C)C)oc3nc2c1 | i
O=C(CCc1c[nH]c2ccccc12)OCC(=O)N1CCCC1=O | -6%
Cc1cccc(CN2CCCOCCNC(=O)[C@@H]3CCCC[C@@H]32)c1 | 7%
COc1ccc(-c2nc(N)nc(C(F)(F)F)c2-c2cscn2)c(O)c1 | 22%
CCOc1ccccc1CN1CCCN(S(=O)(=O)c2ccccc2)CCC(=O)NCC1 | 6%
COc1ccc(C(=O)Nc2ccc3n(c2=O)C[C@H]2C[C@@H]3CN(C(=O)CCCC(=O)O)C2)cc1 | 15%
CCc1ccc(/C=N/NC(=O)c2cc(-c3cccc([N+](=O)[O-])c3)n[nH]2)cc1 | 0%
Cc1ccc(C2Cn3nnc(C(=O)N4CCN(C(=O)c5ccccc5F)CC4)c3CO2)cc1 (stereo unspecified) | -20%
O=C(NCCCc1ccccc1)C1CC1 | 14%
Cc1ncc(CO)c2c1Oc1nc(-c3ccccc3F)nc(SCC(=O)N3CCCCC3)c1C2 | -7%
CN(C)c1ccc(C(=O)Nc2c(C(=O)NC(C)(C)C)oc3ccccc23)cc1 | ?
Cc1cnc(-c2cccnc2)n1CC1CCN(C(=O)Cc2ccccc2)CC1 | 16%
CC(C)c1ccc(C(=O)NN=C2CCC(c3ccccc3)CC2)cc1 (stereo unspecified) | -6%
COCC(=O)N[C@H]1CC[C@]2(C)CC[C@@H]([C@H](C)C(=O)NCc3ccccn3)[C@H](O)[C@H]2[C@@H]1C | -18%[86.2 µM]
CNC(=O)[C@H]1C[C@H](Oc2ccccc2)CN1C(=O)CCc1ccccc1 | -21%
COc1cc(C(=O)NCc2coc(-c3cccs3)n2)ccc1OC(F)F | ?
CCc1nn(CC(=O)N2CCN(c3ccc(Cl)cc3)CC2)c(=O)c2cc3occc3n12 | -7%
OC(C#CCN1CCOCC1)(c1ccccc1)C1CC1 (stereo unspecified) | -2%
O=C1CC(NCc2cc(F)ccc2-n2cccn2)CN1Cc1cccc(F)c1 (stereo unspecified) | 29%
Cn1nc(C(=O)N2CCCC(CNC(=O)c3ccc(-c4ccccc4)cc3)C2)ccc1=O (stereo unspecified) | -6%
CCC(C)Nc1nc2c(c(=O)n(C)c(=O)n2C)n1Cc1ccc(Cl)cc1 (stereo unspecified) | 5%
CN(C)c1ccc(CN2CCn3c(nnc3-c3ccc(Cl)cc3)C2)cc1 | ?
CC(C)n1nc(C(=O)OCn2nnc3ccccc3c2=O)c2ccccc2c1=O | -13%
O=C(Cn1nc(C(=O)O)c2ccccc2c1=O)c1cc(F)ccc1F | 38%[activator]
CC(=O)OCc1cnc(C)c2oc(=O)c(C(=O)Nc3cc(F)ccc3C)cc12 | -8%
CCC(C(=O)Nc1cc(Cl)ccc1C)N1C(=O)CCn2nc(C)cc21 (stereo unspecified) | -10%
O=C(NC1CCCc2c1[nH]c1ccc(Cl)cc21)c1ccco1 (stereo unspecified) | -24%
CC(C)n1c(CN2CCN(Cc3ccccc3)CC2)nc2ccccc21 | ?
CN(Cc1ccccc1)C(=O)COc1ncnc2ccccc12 | 2%
COc1ccc(C(C)=O)cc1Cn1cnc2c(cnn2C)c1=O | 26%
COc1ccc(-c2ccc3nc(-c4ccc(Cl)cc4)oc3c2)c(OC)c1OC | i
CC(C)CSc1oc(-c2ccco2)nc1S(=O)(=O)c1ccccc1 | -27%
O=C(/C=C/C(=O)OCCc1ccccc1)OCCc1ccccc1 | -16%
CC(C)NC(=O)c1nc(-c2ccc(F)cc2)c2ccccn12 | 35µM*
O=C(c1ccco1)N1CCc2nn(Cc3ccccc3)c(=O)n2CC1 | -13%
CCNC(=O)N1CCOc2ccc(CCC(=O)NC3CCS(=O)(=O)C3)cc2C1 (stereo unspecified) | 17%
COc1ccc(CN2CCC(C3CCN(S(C)(=O)=O)CC3)C2)cc1OC (stereo unspecified) | -25%
Cc1ccc(S(=O)(=O)NCC(=O)OCC(=O)c2ccc(Cl)s2)cc1 | -11%
CCOc1ccc(/C=C/C(=O)c2ccc(Cl)cc2)cc1 | -2%
CCOc1ccc(C(=O)Nc2ccc3ncnc(N4CCCCC4)c3c2)cc1 | ?
O=c1oc2ccccc2cc1-c1cn2ccccc2n1 | -17%
O=C(CSc1nnc(CNC(=O)c2ccc(F)cc2)o1)NCc1ccccc1 | 18%
N#Cc1nc(COc2ccc(Cl)cc2)oc1N1CCCCC1 | -11%
CC(=O)Nc1ccc2nc(-c3cc(C)ccc3C)[nH]c2c1 | ?
CCn1c(SCc2nnc(C)o2)nc2sc(C)c(C)c2c1=O | 5%
CCC(C)n1c(SCc2nc3ccccc3o2)nc2ccccc2c1=O (stereo unspecified) | -2%
COc1cccc(CC(=O)N2CCCCCCNC(=O)[C@H]3CCCC[C@H]32)c1 | 11%
COc1cc(C2c3c(oc4ccc(C)cc4c3=O)C(=O)N2Cc2ccc(F)cc2)ccc1O (stereo unspecified) | 0%
CC(Nc1ccc(-c2nc(CCCc3ccccc3)no2)cn1)c1cnn(C)c1 (stereo unspecified) | 28µM*
COc1cccc(NC(=O)NC(C)c2ccc(Cl)s2)c1 (stereo unspecified) | 3%
CCNC(=O)[C@@H]1C[C@H](n2cc(CN(C)C(=O)NC3CCCCC3)nn2)CN1 | 5%
COc1ccc(NC(=O)C(=O)c2c(C)n(C)c3ccccc23)cc1 | -12%
COc1ccccc1NC(=O)C1=C(C)Nc2ncnn2C1c1cccn1C (stereo unspecified) | ?
Cc1cn(C)c(CC(=O)N2CCN(c3ccc(F)cc3)CC2)c1C(=O)O | -4%
CC(O)CNS(=O)(=O)c1ccc(Cl)c(C(=O)O)c1 (stereo unspecified) | 14%

Sorted by count of non-hydrogen atoms (high to low): 17 of the compounds above.
SMILES | KDM5B inhibitor
CCOc1ccc(NC(=O)CN(C)C(=O)c2cn(-c3ccccc3)nc2-c2cccs2)cc1OCC | ?
Cc1ncc(CO)c2c1Oc1nc(-c3ccccc3F)nc(SCC(=O)N3CCCCC3)c1C2 | -7%
COc1cc(C2c3c(oc4ccc(C)cc4c3=O)C(=O)N2Cc2ccc(F)cc2)ccc1O (stereo unspecified) | 0%
Cn1nc(C(=O)N2CCCC(CNC(=O)c3ccc(-c4ccccc4)cc3)C2)ccc1=O (stereo unspecified) | -6%
COCC(=O)N[C@H]1CC[C@]2(C)CC[C@@H]([C@H](C)C(=O)NCc3ccccn3)[C@H](O)[C@H]2[C@@H]1C | -18%[86.2 µM]
CC(C)n1nc(C(=O)OCn2nnc3ccccc3c2=O)c2ccccc2c1=O | -13%
CCNC(=O)N1CCOc2ccc(CCC(=O)NC3CCS(=O)(=O)C3)cc2C1 (stereo unspecified) | 17%
CCOC(=O)C1CCN(C(=O)c2coc(COc3cccc(F)c3)n2)CC1 | 51%[activator]
COc1cc(C(=O)NCc2coc(-c3cccs3)n2)ccc1OC(F)F | ?
COc1ccc(-c2nc(N)nc(C(F)(F)F)c2-c2cscn2)c(O)c1 | 22%
COc1ccc(NC(=O)C(=O)c2c(C)n(C)c3ccccc23)cc1 | -12%
O=C(CCc1c[nH]c2ccccc12)OCC(=O)N1CCCC1=O | -6%
N#Cc1nc(COc2ccc(Cl)cc2)oc1N1CCCCC1 | -11%
CC(=O)Nc1ccc2nc(-c3cc(C)ccc3C)[nH]c2c1 | ?
OC(C#CCN1CCOCC1)(c1ccccc1)C1CC1 (stereo unspecified) | -2%
CC(O)CNS(=O)(=O)c1ccc(Cl)c(C(=O)O)c1 (stereo unspecified) | 14%
O=C(NCCCc1ccccc1)C1CC1 | 14%

Retrieved by structure from the entries so far, two records:
SMILES | KDM5B inhibitor
CC(O)CNS(=O)(=O)c1ccc(Cl)c(C(=O)O)c1 (stereo unspecified) | 14%
O=c1oc2ccccc2cc1-c1cn2ccccc2n1 | -17%

The results go on.
SMILES | KDM5B inhibitor
O=C(Cn1nc(-c2cccs2)oc1=O)Nc1cccc(Cl)c1 | -16%
O=C(CCN1C(=O)c2ccccc2S1(=O)=O)Nc1ccccc1F | 26%
COc1cc(NC(=O)c2nnn(Cc3ccc(F)cc3)c2N)cc(OC)c1 | -22%
CCCCCCCCN1C(=O)[C@@H](CC(=O)N2CCN(C(=O)c3ccco3)CC2)C[C@@]2(C(=O)OC)C1=C[C@H](COCc1ccccc1)O[C@@H]2C | -16%
COc1cccc(CNC(=O)Cn2cccc2C(=O)c2ccccc2)c1 | 2%
COCc1nc(C2CCN(C(=O)COc3ccc(F)cc3)C2)no1 (stereo unspecified) | -14%
Cn1ccc2c(C(=O)NCCc3cnc[nH]3)nc(-c3cccc(C(F)(F)F)c3)cc21 | ?
COc1ccc(C(C(=O)NCc2ccccc2)N(Cc2ccco2)C(=O)c2snc(C(N)=O)c2N)cc1OC (stereo unspecified) | ?
CCCCn1c(=O)n(CC(O)COc2ccc3ccccc3c2)c(=O)c2c1ncn2C1CCCC1 (stereo unspecified) | -26%
CN1C(=O)c2oc3ccccc3c(=O)c2C1c1cccnc1 (stereo unspecified) | 5%
COCCNc1nc2cc(C(=O)N3CC[C@H](CO)[C@@H](O)C3)ccc2n1C | 28µM*
COc1ccc(NC(=O)CN2C(=O)S/C(=C/c3cccn3-c3ccc(C(=O)O)cc3)C2=O)cc1 | ?
COc1ccc(OC)c(NC(=O)c2cc3oc4ccccc4c3cc2O)c1 | ?
Cn1c(C2=C(O)CN(c3ccc(C(=O)O)cc3)C2=N)nc2ccccc21 | 4%
Cc1ccc(NC(=S)NNC(=O)c2cccc([N+](=O)[O-])c2)cc1Cl | 3%
CCCCN(CCCC)S(=O)(=O)c1ccc(C(=O)Nc2sc3c(c2C(N)=O)CCN(CC)C3)cc1 | ?
O=C(Cn1nc2c(cc1=O)CCCCC2)Nc1ccc(F)c(Cl)c1 | 40%[activator]
COc1ccccc1-c1noc(-c2ccc(NCC3CCCO3)c([N+](=O)[O-])c2)n1 (stereo unspecified) | -18%
COc1cc2[nH]c(=O)n(Cc3ccc(C(=O)N4CCN(c5cc(Cl)ccc5C)CC4)cc3)c(=O)c2cc1OC | -26%
CCOc1ccc(CNC(=O)CC(C)n2nc(C)cc2C)cc1OC (stereo unspecified) | -9%
O=C(Nc1ccc2oc(-c3cccnc3)nc2c1)c1ccccc1Cl | ?
Cc1ccc2c(c1)N(C(=O)N1CCC(C(=O)NCc3cccc(Br)c3)CC1)CCO2 | -14%
CCc1nc(-c2c3n(c(=O)n(CC(=O)NC4CCCCC4)c2=O)CCCCC3)no1 | 29%
COc1cccc(CSc2nc3n(n2)C(c2ccc(C(=O)O)cc2)C(C(=O)Nc2ccccc2)=C(C)N3)c1 (stereo unspecified) | -7%
COCCOCC(=O)N1Cc2ccccc2OC2(CCN(C)CC2)C1 | -7%
CCOc1ccc(CN(Cc2ccccc2)Cc2cc(=O)n3nc(CC)sc3n2)cc1 | 3%
O=C(O)CC(NC(=O)Cc1cccc(F)c1)c1ccccc1 (stereo unspecified) | -11%
O=C(c1ccco1)N1CCCC(CCc2cccc(F)c2)C1 (stereo unspecified) | 10%
Cc1cccc(C(=O)Nc2ccc(C(=O)OCc3cc(=O)n4ccsc4n3)cc2)c1 | -9%
C#CCCCN([C@H](C(=O)OC)C(C)C)S(=O)(=O)c1ccc(F)cc1Br | 2%
COc1cn(CC(=O)Nc2ccc(C(N)=O)cc2)c(CSc2ccc(C)cc2)cc1=O | 1%
Cn1nccc1C(=O)N1CCC2(CC1)OC(=O)N(Cc1ccccc1)C2(C)c1cccnc1 (stereo unspecified) | 1%
Cc1cc(C(=O)N2CCC3(CC2)Nc2ccccc2NC3=O)c2ccccc2n1 | -14%
Cc1cnc(C(=O)OC(C)C(=O)Nc2ccc3c(c2)OCCO3)cn1 (stereo unspecified) | 0%
CC(C)CC(N)c1ccccc1 (stereo unspecified) | 19%
CC(=O)Nc1nc2c(s1)C(=O)NCC(C)(C)C2 | 0%
Cc1cc(=O)n(CC(=O)Nc2ccc(N(C)C)cc2)c(-c2ccccc2)n1 | -14%
Cc1nc(-c2ccc(S(=O)(=O)N3CCN(c4cccc(Cl)c4)CC3)cc2)co1 | ?
N#Cc1c(NC(=O)CSc2ccccn2)sc2c1CCCCC2 | -30%
COc1cccc(CNCCSc2nnnn2C)c1OCc1ccccc1F | -8%
Cc1cccc(C)c1Nc1c(-c2ccccn2)nc2c(C)cccn12 | ?
Cc1cc(C(=O)N2CCCn3nc(CCC(=O)O)cc3C2)c2c(C)noc2n1 | 6%
CCc1ccccc1NC(=O)N1CCN(S(C)(=O)=O)CC1 | 13%
COc1cc2c(cc1OC)C(COc1cc(C)cc(C)c1)N(C(=O)COc1ccccc1)CC2 (stereo unspecified) | ?
CN1CCc2nc(N3CCc4ccccc4C3)[nH]c(=O)c2CC1 | -22%
Fc1ccc(CNCc2cccc(Oc3ccccc3)c2)cc1 | -28%
COc1cccc(CNC(=O)c2cc(Sc3cccc(Cl)c3)nc3ccccc23)c1 | ?
CN(Cc1ccc(F)cc1)C(=O)CCc1ncc(-c2ccccc2)o1 | 8%
C/C(=N\NC(N)=S)c1ccc(Br)cc1 | ?
COc1ccc(CN2CCC(N3CCNC3=O)CC2)cc1 | 29%[149 µM]
O=C(/C(=C\c1ccccc1F)c1nc2ccccc2o1)c1ccccc1 | ?
Fc1ccc(-c2ccc3ncc(Nc4ccc5c(c4)OCCO5)n3n2)cc1 | -11%[86.2 µM]
Cc1cnc(CCNC(=O)c2ccc(C#N)cc2)n1C1CCC1 | -14%
